Assay outcomes (PubChem)
ADAM17 inh: ADAM17 inhibitors, primary screen, biochemical, QFRET | Disintegrin and metalloproteinase domain-containing protein 17 (Homo sapiens), P78536 | recombinant ADAM17, EDANS/DABCYL FRET peptide cleavage | inhibition, % at 6.95 µM | 370,000 compounds, 0.83% hits;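 active = inhibition above the mean of compounds lying between control limits plus 3 SD, set per campaign, cut at about 8.5% in these data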;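 also: 0% = DMSO-only wells as the low control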
ADAM10 inh: human ADAM10 inhibitors, primary screen, biochemical, QFRET, HTS; Disintegrin and metalloproteinase domain-containing protein 10 (Homo sapiens), O14672; recombinant ADAM10, EDANS/DABCYL FRET peptide cleavage, 3 h; inhibition, % at 7 µM; 370,000 compounds, 0.62% hits;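 active = inhibition above a per-campaign cutoff equal to the mean of compounds falling between control-based bounds plus 3 SD, cut at about 20% in these data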;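 also: 0% = DMSO wells while the 100% control is not disclosed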
Target sequence (O14672 214-748 limits assumed): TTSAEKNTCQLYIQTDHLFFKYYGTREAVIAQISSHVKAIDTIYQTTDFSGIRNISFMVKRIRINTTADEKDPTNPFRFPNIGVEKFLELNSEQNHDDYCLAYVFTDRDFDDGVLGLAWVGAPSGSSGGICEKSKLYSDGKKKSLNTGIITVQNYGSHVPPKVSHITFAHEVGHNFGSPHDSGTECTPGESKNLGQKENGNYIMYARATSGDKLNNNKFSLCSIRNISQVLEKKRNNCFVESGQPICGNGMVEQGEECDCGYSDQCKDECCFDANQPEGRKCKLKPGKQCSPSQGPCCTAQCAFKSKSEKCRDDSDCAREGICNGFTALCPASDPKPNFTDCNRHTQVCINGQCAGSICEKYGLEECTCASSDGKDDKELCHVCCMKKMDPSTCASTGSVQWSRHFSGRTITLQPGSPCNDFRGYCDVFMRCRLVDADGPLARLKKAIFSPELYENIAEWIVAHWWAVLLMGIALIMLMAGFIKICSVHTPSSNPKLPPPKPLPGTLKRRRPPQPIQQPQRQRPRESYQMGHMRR
ARFGAP1 inh: inhibitors of rat ARFGAP1 GAP activity, primary screen, biochemical, fluorescence polarization, GDP tracer. ADP-ribosylation factor GTPase-activating protein 1 (Rattus norvegicus), Q62848. Arfgap1-stimulated ARF1 GTP hydrolysis, GDP FP detection. inhibition, % at 16.5 µM. 360,000 compounds, 0.26% hits;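 active = inhibition above a per-plate limit, mean inhibition of low control wells plus 3 SD, cut at about 25% in these data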;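 also: 0% = DMSO wells with enzyme and 100% = wells lacking Arfgap1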
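Assay system: purified rat His6-Arfgap1 residues 1-136 (GAP domain); Reagent: human Δ17 ARF1 bound to GTP; Dosing: 16.5 µM single point, 1.26% DMSO; Times: GTP hydrolysis reaction 2 h at 25 °C; Signal: FP, GDP Alexa 633 tracer displaced from anti-GDP antibody, 620/688 nm; Measure: % inhibition from polarization.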
DDE Tn7 FP inh: inhibitors of Tn7 peptide binding to fibrin DD(E), primary screen, biochemical, fluorescence polarization, human fibrin, Tn7 probe; Fibrinogen beta chain (Homo sapiens), P02675; FP displacement of FITC-Tn7 peptide from fibrin DD(E); 0% = median of compound wells per plate; inhibition, % at 8.3 µM; 370,000 compounds, 0.13% hits; AID 720508, 2013;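 active = inhibition above the mean of compounds falling within the control limits plus 3 SD of them, cut at about 14% in these data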;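 also: 0% = plate median of compound wells and 100% = 10 µM Aha-Tn7 peptide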
Target sequence (P02675 whole entry, looked up): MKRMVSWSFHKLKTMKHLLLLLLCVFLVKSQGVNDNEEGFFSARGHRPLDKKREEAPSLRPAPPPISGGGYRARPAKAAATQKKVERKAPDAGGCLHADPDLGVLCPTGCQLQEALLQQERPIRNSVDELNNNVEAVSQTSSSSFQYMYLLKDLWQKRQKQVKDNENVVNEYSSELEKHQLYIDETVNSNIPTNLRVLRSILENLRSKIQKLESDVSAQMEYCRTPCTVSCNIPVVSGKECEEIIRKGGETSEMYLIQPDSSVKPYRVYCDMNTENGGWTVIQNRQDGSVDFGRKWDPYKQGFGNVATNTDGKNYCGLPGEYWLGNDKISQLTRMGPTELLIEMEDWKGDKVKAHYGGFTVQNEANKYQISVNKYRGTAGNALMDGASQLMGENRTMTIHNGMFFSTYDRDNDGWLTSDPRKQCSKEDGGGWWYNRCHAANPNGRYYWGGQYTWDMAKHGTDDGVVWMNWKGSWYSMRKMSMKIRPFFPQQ
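assay system = human clot-derived fibrin DD(E) complex | quantity = Fibrin-DD(E) at 2 µM final | timing = 10 min preincubation, 3 h with tracer, room temperature | signal = fluorescence polarization | measure = percent inhibition | benchmarks = high control wells with 10 µM unlabelled Aha-Tn7 peptide (full inhibition) | replicates = singlicate testing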
TDP2 absorb: human TDP2 enzyme inhibitors, primary screen, biochemical, epi absorbance, recombinant enzyme; T5PNP hydrolysis, p-nitrophenol absorbance 415 nm; inhibition, % at 12.8 µM; 370,000 compounds, 0.34% hits; Tyrosyl-DNA phosphodiesterase 2 (Homo sapiens), O95551; AID 720702, 2013;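 active = inhibition above the mean of all tested compounds plus 3 SD, set per campaign, cut at about 25% in these data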;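 also: 0% = DMSO with enzyme and 100% = buffer with substrate but no TDP2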
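System – recombinant human TDP2 · Amount – 120 nM TDP2 per well · Buffer or medium – Mg2+-containing Tris-HCl buffer, pH 7.5 · Reagent – T5PNP substrate, 5 mM · Dosing – 12.8 µM single point, 1% DMSO · Incubation – 2 h at 37 °C · Measured by – epi absorbance · Read-out basis – percent inhibition · Benchmarks – high control without enzyme, low control DMSO plus TDP2 · Repeats – singlicate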
PLC-gamma1 inh: PLC-gamma1 enzyme inhibitors, primary screen, biochemical, fluorescence, purified enzyme. 1-phosphatidylinositol 4,5-bisphosphate phosphodiesterase gamma-1 (Homo sapiens), P19174. fluorogenic substrate. inhibition, % at 12.2 µM. 370,000 compounds, 0.84% hits; in the data active = inhibition above about 9.5%
DDE Tn6 FP inh: inhibitors of Tn6 peptide binding to fibrin DD(E), primary screen, biochemical, fluorescence polarization, human fibrin, Tn6 probe. Fibrinogen beta chain (Homo sapiens), P02675. Fibrin DD(E) TRITC-Tn6 fluorescence polarization displacement. inhibition, % at 8.3 µM. 370,000 compounds, 0.21% hits;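 active = inhibition above a per-campaign cutoff: mean of compounds within control limits plus 3 SD, cut at about 15% in these data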;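 also: 0% = median of all compound wells on the plate and 100% = blocking peptide control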
SIAE inh: human SIAE inhibitors, primary screen, biochemical, fluorescence polarization, FP-Rh probe, 1536-well HTS; Sialate O-acetylesterase (Homo sapiens), Q9HAT2; SIAE FP-Rh probe binding; inhibition, % at 9.66 µM; 370,000 compounds, 0.69% hits; AID 1053197, 2014;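 active = inhibition above a cutoff: mean of compounds within the control limits plus 3 SD of those, cut at about 17% in these data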;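 also: 0% = plate median of compound wells and 100% = probe without SIAE protein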
ASAP1 inh: inhibitors of human ASAP1 ArfGAP activity, primary screen, biochemical, fluorescence polarization; Arf-GAP with SH3 domain, ANK repeat and PH domain-containing protein 1 (Homo sapiens), …; 360,000 compounds, 0.19% hits; ASAP1-stimulated ARF1 GTP hydrolysis, GDP FP detection; inhibition, % at 16.5 µM; in the data active = inhibition above about 25%;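 also: 0% = vehicle with enzyme and substrate and 100% = no enzyme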
PLCb3 inh: human PLC-beta3 inhibitors, primary screen, biochemical, fluorescence | Purified PLC-beta3, fluorogenic substrate | AID 720704, 2013 | 1-phosphatidylinositol 4,5-bisphosphate phosphodiesterase beta-3 (Homo sapiens), Q01970 | 370,000 compounds, 0.18% hits | inhibition, % at 12.2 µM; in the data active = inhibition above about 11%;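 also: 0% = median of compound wells on plate and 100% = full blocker control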
Active calls of the source: *.

For CC(O)C(C(=O)OCc1ccc([N+](=O)[O-])cc1)N1C(=O)c2ccccc2C1=O (stereo not drawn) the results were ADAM17 inh -1, ADAM10 inh -5, ARFGAP1 inh -1, DDE Tn7 FP inh -1, TDP2 absorb -5, PLC-gamma1 inh 1, DDE Tn6 FP inh 7, SIAE inh 0, ASAP1 inh -10 and PLCb3 inh -2.
Screening Cc1c(NC(=O)CSc2nnnn2-c2ccc(F)cc2)c(=O)n(-c2ccccc2)n1C returned ADAM17 inh 0, ADAM10 inh 0, ARFGAP1 inh -6, DDE Tn7 FP inh -7, TDP2 absorb 3, PLC-gamma1 inh -1, DDE Tn6 FP inh 1, SIAE inh 7, ASAP1 inh 6 and PLCb3 inh -5.
`C=CC[C@@H](Cc1ccc(F)cc1)C(=O)OC[C@@H]1CCCN1C(=O)[C@@H](CC=C)CC(=O)N[C@@H](CO)Cc1ccccc1` gave ADAM17 inh 0, ADAM10 inh 10, ARFGAP1 inh -5, DDE Tn7 FP inh 5, TDP2 absorb -2, PLC-gamma1 inh 5, DDE Tn6 FP inh -7, SIAE inh 5, ASAP1 inh -18 and PLCb3 inh 1.
`Cn1nnnc1NC(=O)c1ccccc1Cl` gave ADAM17 inh 2, ADAM10 inh 8, ARFGAP1 inh 4, DDE Tn7 FP inh -5, TDP2 absorb 17, PLC-gamma1 inh 0, DDE Tn6 FP inh -2, SIAE inh 8, ASAP1 inh -12 and PLCb3 inh -2.
Screening COc1cccc(-c2noc(C3CCCN(C(=O)Cc4ccccc4)C3)n2)c1 (stereo not drawn) returned ADAM17 inh -4, ADAM10 inh 3, ARFGAP1 inh 6, DDE Tn7 FP inh 2, TDP2 absorb -9, PLC-gamma1 inh 4, DDE Tn6 FP inh -4, SIAE inh 4, ASAP1 inh 5 and PLCb3 inh -2.
Screening Cc1ccc(S(=O)(=O)N(C)c2ccc(NS(C)(=O)=O)cc2)cc1 returned ADAM17 inh 2, ADAM10 inh 10, ARFGAP1 inh -10, DDE Tn7 FP inh 6, TDP2 absorb -1, PLC-gamma1 inh 3, DDE Tn6 FP inh 0, SIAE inh -3, ASAP1 inh 3 and PLCb3 inh 4.
Screening COc1ccc(CCN2CC(C(=O)NCCc3ccccc3C(F)(F)F)CCC2=O)cc1 (stereo not drawn) returned ADAM17 inh -1, ADAM10 inh -6, ARFGAP1 inh 3, DDE Tn7 FP inh 4, TDP2 absorb -6, PLC-gamma1 inh 4, DDE Tn6 FP inh 4, SIAE inh 4, ASAP1 inh 0 and PLCb3 inh -6.
`CCN(CC)C(=O)[C@H]1C[C@H](CC(=O)NCc2cccc(C(F)(F)F)c2)C(=O)N2CCc3c([nH]c4cc(CCC(=O)N(C)C)ccc34)[C@]12C` gave ADAM17 inh 4, ADAM10 inh 5, ARFGAP1 inh 2, DDE Tn7 FP inh 3, TDP2 absorb -14, PLC-gamma1 inh -1, DDE Tn6 FP inh -3, SIAE inh -6, ASAP1 inh -5 and PLCb3 inh 0.
Screening Cc1cc(Cl)cc2c1NC(=O)[C@]21[C@@H]2C(=O)N(Cc3ccccc3)C(=O)[C@@H]2[C@@H]2CCCN21 returned ADAM17 inh -1, ADAM10 inh 3, ARFGAP1 inh -11, DDE Tn7 FP inh -1, TDP2 absorb 7, PLC-gamma1 inh -1, DDE Tn6 FP inh 7, SIAE inh 9, ASAP1 inh 9 and PLCb3 inh -4.
`CC(NS(=O)(=O)c1cc(C(F)(F)F)ccc1Cl)C(=O)N(C)C1CCN(C)CC1` (stereo not drawn) gave ADAM17 inh 0, ADAM10 inh -4, ARFGAP1 inh 6, DDE Tn7 FP inh 2, TDP2 absorb 5, PLC-gamma1 inh 1, DDE Tn6 FP inh 4, SIAE inh 5, ASAP1 inh 12 and PLCb3 inh -6.
Cc1ccc(NC(=O)CN(C)C(=O)c2cccc(S(=O)(=O)NCc3ccccc3)c2)cc1 was read as ADAM17 inh -3, ADAM10 inh 6, ARFGAP1 inh -3, DDE Tn7 FP inh 1, TDP2 absorb -30, PLC-gamma1 inh 2, DDE Tn6 FP inh -1, SIAE inh -3, ASAP1 inh 17 and PLCb3 inh -5.
Screening COc1ccc2[nH]cc(CCCN3C(=O)c4ccccc4C3=O)c2c1 returned ADAM17 inh -5, ADAM10 inh 3, ARFGAP1 inh 3, DDE Tn7 FP inh 5, TDP2 absorb 5, PLC-gamma1 inh 0, DDE Tn6 FP inh -6, SIAE inh 4, ASAP1 inh -4 and PLCb3 inh 0.
Screening NNC(=O)Cn1c(-c2ccccn2)nc2ccccc21 returned ADAM17 inh 2, ADAM10 inh 3, ARFGAP1 inh -7, DDE Tn7 FP inh -6, TDP2 absorb -14, PLC-gamma1 inh 8, DDE Tn6 FP inh -3, SIAE inh 7, ASAP1 inh 6 and PLCb3 inh -2.
For COc1ccccc1N1CCN(C(=O)c2cc(-c3ccccc3)on2)CC1 the results were ADAM17 inh 5, ADAM10 inh 5, ARFGAP1 inh -8, DDE Tn7 FP inh -1, TDP2 absorb -6, PLC-gamma1 inh -1, DDE Tn6 FP inh -1, SIAE inh -4, ASAP1 inh 4 and PLCb3 inh -6.
Screening CN(Cc1cccnc1)C(=O)CC1C(=O)NCCN1CC(c1ccccc1)c1ccccc1 (stereo not drawn) returned ADAM17 inh -4, ADAM10 inh -3, ARFGAP1 inh -2, DDE Tn7 FP inh 1, TDP2 absorb 2, PLC-gamma1 inh -4, DDE Tn6 FP inh 1, SIAE inh 1, ASAP1 inh 4 and PLCb3 inh -5.

The last 2 records of the part before open the next one:
For COc1ccccc1N1CCN(C(=O)c2cc(-c3ccccc3)on2)CC1 the results were ADAM17 inh 5, ADAM10 inh 5, ARFGAP1 inh -8, DDE Tn7 FP inh -1, TDP2 absorb -6, PLC-gamma1 inh -1, DDE Tn6 FP inh -1, SIAE inh -4, ASAP1 inh 4 and PLCb3 inh -6.
Screening CN(Cc1cccnc1)C(=O)CC1C(=O)NCCN1CC(c1ccccc1)c1ccccc1 (stereo not drawn) returned ADAM17 inh -4, ADAM10 inh -3, ARFGAP1 inh -2, DDE Tn7 FP inh 1, TDP2 absorb 2, PLC-gamma1 inh -4, DDE Tn6 FP inh 1, SIAE inh 1, ASAP1 inh 4 and PLCb3 inh -5.
NC(=O)c1ccc(NC(=O)COC(=O)CCSc2ccccc2)cc1 was read as ADAM17 inh -1, ADAM10 inh -1, ARFGAP1 inh -3, DDE Tn7 FP inh 1, TDP2 absorb -4, PLC-gamma1 inh 3, DDE Tn6 FP inh 5, SIAE inh -3, ASAP1 inh -7 and PLCb3 inh -6.
`CCn1cc(/C=C(\NC(=O)c2ccccc2OC)C(=O)NCCN2CCOCC2)c2ccccc21` gave ADAM17 inh -3, ADAM10 inh -14, ARFGAP1 inh 2, DDE Tn7 FP inh -7, TDP2 absorb 2, PLC-gamma1 inh -6, DDE Tn6 FP inh 3, SIAE inh -1, ASAP1 inh -3 and PLCb3 inh -9.
For Cc1nn(C)cc1CNC(=O)CCC(=O)O the results were ADAM17 inh 1, ADAM10 inh -5, ARFGAP1 inh 13, DDE Tn7 FP inh -4, TDP2 absorb 0, PLC-gamma1 inh 2, DDE Tn6 FP inh 5, SIAE inh 1, ASAP1 inh -12 and PLCb3 inh 3.
CSc1c(CN2CCN(C)CC2)c2ccccc2n1C was read as ADAM17 inh -7, ADAM10 inh -5, ARFGAP1 inh 1, DDE Tn7 FP inh 4, TDP2 absorb 6, PLC-gamma1 inh -1, DDE Tn6 FP inh -6, SIAE inh 3, ASAP1 inh -5 and PLCb3 inh -8.
For CCNC(=S)N(CCN(CC)CC)Cc1cc2cc3c(cc2[nH]c1=O)OCO3 the results were ADAM17 inh -179, ADAM10 inh -461, ARFGAP1 inh 6, DDE Tn7 FP inh 1, TDP2 absorb 1, PLC-gamma1 inh -37, DDE Tn6 FP inh 2, SIAE inh 3, ASAP1 inh -5 and PLCb3 inh -54.
For Cc1ccc(/C=N/NC(=O)c2nnn(-c3nonc3N)c2CSc2ccc(Cl)cc2)o1 the results were ADAM17 inh 2, ADAM10 inh 8, ARFGAP1 inh -6, DDE Tn7 FP inh 6, TDP2 absorb 9, PLC-gamma1 inh -2, DDE Tn6 FP inh -4, SIAE inh -1, ASAP1 inh 3 and PLCb3 inh -13.
`Nc1nnc(SCC(=O)NNC(=O)c2ccccc2)s1` gave ADAM17 inh -3, ADAM10 inh -5, ARFGAP1 inh 9, DDE Tn7 FP inh 3, TDP2 absorb 3, PLC-gamma1 inh 0, DDE Tn6 FP inh -3, SIAE inh 0, ASAP1 inh -2 and PLCb3 inh -4.
For COc1cc(/C=C(/NC(=O)c2ccc(Cl)cc2Cl)C(=O)O)cc(OC)c1OC the results were ADAM17 inh 0, ADAM10 inh 4, ARFGAP1 inh 0, DDE Tn7 FP inh 9, TDP2 absorb 19, PLC-gamma1 inh 0, DDE Tn6 FP inh -4, SIAE inh -4, ASAP1 inh -7 and PLCb3 inh 4.
COc1ccc(Br)cc1C(=O)Nc1ccccc1N1CCN(C(=O)c2ccccc2)CC1 was read as ADAM17 inh 6, ADAM10 inh 10, ARFGAP1 inh 0, DDE Tn7 FP inh -6, TDP2 absorb -6, PLC-gamma1 inh -11, DDE Tn6 FP inh -7, SIAE inh -8, ASAP1 inh 16 and PLCb3 inh -20.
